sEH inh: blocks human soluble epoxide hydrolase activity. recombinant human sEH enzymatic activity assay. actives 0.34% (n = 91,000). P34913. inhibition, % at 2 µM; in the data active = inhibition above about 80%; note: values of inactives mirror those of a sister screen read the other way; many of its hits are not listed in these tables
Target sequence (P34913 whole entry, looked up): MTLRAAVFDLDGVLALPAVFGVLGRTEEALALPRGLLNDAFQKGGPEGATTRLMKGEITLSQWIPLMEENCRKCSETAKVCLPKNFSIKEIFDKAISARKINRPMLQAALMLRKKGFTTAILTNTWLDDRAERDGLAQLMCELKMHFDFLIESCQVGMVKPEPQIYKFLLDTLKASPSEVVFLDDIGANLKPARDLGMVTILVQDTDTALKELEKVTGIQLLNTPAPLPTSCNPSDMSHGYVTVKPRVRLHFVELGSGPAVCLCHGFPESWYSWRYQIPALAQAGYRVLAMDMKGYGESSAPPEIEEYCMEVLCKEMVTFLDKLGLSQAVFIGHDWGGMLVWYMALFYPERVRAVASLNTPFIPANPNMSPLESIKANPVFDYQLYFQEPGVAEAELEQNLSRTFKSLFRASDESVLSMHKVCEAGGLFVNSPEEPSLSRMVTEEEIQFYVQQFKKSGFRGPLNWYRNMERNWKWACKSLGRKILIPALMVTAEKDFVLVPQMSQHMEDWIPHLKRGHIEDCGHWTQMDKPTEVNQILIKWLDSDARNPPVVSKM
Candida biofilm: kills Candida albicans biofilms; actives 0.14% (n = 85,000); inhibition, % at 6 µM; AID 834; C. albicans biofilm + clotrimazole, Alamar Blue;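 active = inhibition above 20%; inactive = inhibition below 20%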;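 note: preformed 24 hr biofilms exposed to compound for 48 hr; 0% = biofilm without compound and 100% = blank killed by clotrimazole plus chlorhexidine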
Smad3 inh: inhibitors of human Smad3 transcription factor binding; P84022; TR-FRET Smad3/Dy647-FoxH1 peptide binding, europium anti-His; inhibition, % at 25 µM; actives 0.29% (n = 88,000);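 active = compounds that reduce the energy-transfer binding signal between the protein and its labelled peptide by more than half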;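 note: 0% = Smad3 plus labelled peptide maximal FRET and 100% = peptide-only background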
Target sequence (P84022 whole entry, looked up): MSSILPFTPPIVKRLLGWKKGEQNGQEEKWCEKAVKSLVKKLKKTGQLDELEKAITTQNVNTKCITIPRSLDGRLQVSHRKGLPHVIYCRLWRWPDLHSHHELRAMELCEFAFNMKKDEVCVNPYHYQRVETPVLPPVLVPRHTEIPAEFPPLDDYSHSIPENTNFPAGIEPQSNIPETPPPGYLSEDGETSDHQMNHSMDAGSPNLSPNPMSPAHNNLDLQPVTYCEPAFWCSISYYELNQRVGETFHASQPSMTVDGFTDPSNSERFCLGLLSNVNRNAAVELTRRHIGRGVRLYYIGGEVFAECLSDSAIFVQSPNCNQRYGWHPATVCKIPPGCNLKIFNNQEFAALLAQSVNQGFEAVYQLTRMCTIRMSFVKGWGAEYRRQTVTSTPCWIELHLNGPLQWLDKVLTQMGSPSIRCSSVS
sEH act: soluble epoxide hydrolase (human) activation; P34913; purified human sEH enzymatic activity, activator screen; activation, % at 2 µM; actives 0.04% (n = 91,000); AID 717; in the data active = activation above about 37%; note: values of inactives mirror those of a sister screen read the other way
VCAM1 TNFa inh: reduces TNF alpha induced VCAM1 expression in HUVEC. inhibition, % at 2 µM. HUVEC TNFa-induced VCAM-1 immunofluorescence, high-content imaging. actives 0.48% (n = 95,000);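 active = inhibition above the batch mean plus 3 SD, with images confirmed as a hit by eye, cut at about 37% in these data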;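 note: 0% = TNF-stimulated DMSO wells and 100% = unstimulated control wells; not every result past the cut was called active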
HUVEC tox IL1B: toxic to HUVEC cells under IL-1B stimulation. actives 0.41% (n = 94,000). AID 845. cell count reduction, % at 2 µM. HUVEC cell count loss, Hoechst imaging, IL-1B stimulated;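 active = cell count reduction more than 3 SD above the screen-wide mean, cut at about 70% in these data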;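 note: normalized per plate to untreated control cells as the no-loss baseline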
cytoskel mod: modifiers of cytoskeleton assembly; AID 836; inhibition, % at 2 µM; HUVEC TNFa F-actin phalloidin imaging, high content; actives 0.18% (n = 91,000);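 active = inhibition above the batch mean plus 3 SD and confirmed as a hit by visual image inspection, cut at about 30% in these data, passing the limit was not always enough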; note: strong numbers were not always called active
HUVEC tox TNFa: toxic to HUVEC cells under TNF alpha stimulation. HUVEC TNFalpha-stimulated, Hoechst cell count, imaging. cell count reduction, % at 2 µM. actives 0.17% (n = 93,000). AID 848;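 active = cell count reduction exceeding the screen mean by over 5 SD, scaled to untreated wells per plate, cut at about 78% in these data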;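 note: cells counted after 24 h of TNF alpha exposure following the 1 h pretreatment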
ERb SRC1 inh: ER-beta (human) coactivator binding inhibition; Q92731; TR-FRET ER-beta LBD / SRC1-Cy5 peptide binding; receptor agonist-loaded with 1 µM estradiol; inhibition, % at 25.6 µM; actives 1.3% (n = 86,000);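 active = compounds whose percent inhibition of the receptor-coactivator binding signal exceeds about 50% in the single-dose screen, limit read from the data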;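 note: 0% = receptor plus peptide wells without compound and 100% = peptide-only wells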
Numbers without * were called inactive; x = not tested or not shown; [ ] = dose if it differs, or a comment.

SMILES	sEH inh	Candida biofilm	Smad3 inh	sEH act	VCAM1 TNFa inh	HUVEC tox IL1B	cytoskel mod	HUVEC tox TNFa	ERb SRC1 inh
CCOc1ccc(OCc2ccc(C(=O)N3CCCC3)o2)cc1	1	0	-10	-3	-7	-7	-10	-11	19
Cn1c(SCC(=O)N2CCN(c3ccccc3)CC2)nnc1-c1ccco1	6	11	12	-5	17	12	-3	-13	6
CC(=O)c1ccc(OC(C)C)c(CSc2nc(O)cc(=O)[nH]2)c1	1	10	10[fluorescence artefact?]	-1	10	-12	4	-27	1
CN(C)/C=N/c1sc2c(c1C#N)CC(C)(C)NC2(C)C	-18	7	12	21	8	-8	-8	-37	-19
COC(=O)c1ccccc1NC(=O)NCc1ccc2c(c1)OCO2	3	7	8	2	x	-63	x	x	-26[fluorescence artefact?]
CCn1c(SCc2nc3ccccc3[nH]2)nnc1-c1ccncc1	2	5	0	-5	20	-12	7	21	2
COc1cc2c(cc1OC)C1=C(C#N)CCC(=NC(=O)c3ccc(Cl)cc3)N1CC2	-11	x	x	12	3	-14	1	-18	x
COc1ccc(-c2cnc(OC(C)(C)C)nc2OC(C)(C)C)cc1OC	10	x	x	-8	-26	15	-7	-15	x
CSc1nnc(C)c(=O)[nH]1	-4	9	6	0	-1	11	6	-14	3
Cn1c(=O)[nH]c(=O)c2c1nc(N1CCNCC1)n2CCOc1ccccc1	29	3	7	-29	6	-9	-10	-3	4
Nc1nnc(-c2cc3ccccc3oc2=O)s1	-7	5	13	13	19	18	-8	-16	-15
Cc1ccnc(NS(=O)(=O)c2ccc(NC(=O)C3CCCO3)cc2)n1 (stereo unspecified)	x	3	-1	x	-1	-65	12	-19	-5
CCOC(=O)c1nnc(-c2ccccc2)nc1NC	9	x	x	-7	10	-29	-7	2	x
O=C(COC(=O)c1cncc(Br)c1)NCCC1=CCCCC1	7	3	-2	-5	26	7	8	-29	-1
O=C(Nc1ccccc1)N1CCN(c2ccc(C(F)(F)F)cn2)CC1	19	7	-10	-20	-2	16	6	-35	-9
Cc1csc2nc(CNC(=O)c3ccco3)cn12	-6	1	-2	6	23	-3	3	12	-8
COC(=O)C(O)(CC(=O)Nc1cc(OC)c(OC)c(OC)c1)C(F)(F)F (stereo unspecified)	-8	9	6	12	21	-48	2	-24	-13
CCOc1cccc(C(=O)Nc2cccc(-c3nc4ncccc4o3)c2C)c1	30	12	11	-30	x	-8	x	x	-11
CCC(C)(C)NC(=O)CN(C(=O)c1snc(C(N)=O)c1N)c1ccc2c(c1)OCCO2	54	4	0	-54	6	-4	-37	0	7
O=C(CN1C(=O)c2cccc3cccc(c23)C1=O)N1CCN(Cc2ccc3c(c2)OCO3)CC1	2	x	x	-4	-8	-24	4	8	x
Cc1ccc(C(=O)N2CCN(c3cc(=O)[nH]nc3-c3ccccc3)CC2)cc1	2	x	x	0	23	-9	19	-50	x
COc1ccc(CC(NC(C)=O)C(=O)NC2CCN(C(=O)Nc3ccc(Cl)cc3)CC2)cc1OC (stereo unspecified)	9	-3	79*	-8	4	0	-2	3	-15
COc1ccc(C(=O)N/N=C/c2cccc3cccnc23)cc1	33	x	x	-31	-3	-9	-14	-3	x
Cc1ccc(Cn2nnc3c(=O)n(CC(=O)NCC4CCCO4)cnc32)cc1 (stereo unspecified)	x	x	x	x	20	-8	12	-18	x
Cc1nn(Cc2ccccc2)c(Cl)c1C(=O)OCc1nnc(-c2ccc(Cl)cc2)o1	x	6	5	x	8	5	9	-30	-4
Further compounds
SMILES	sEH inh	Candida biofilm	Smad3 inh	sEH act	VCAM1 TNFa inh	HUVEC tox IL1B	cytoskel mod	HUVEC tox TNFa	ERb SRC1 inh
CSc1ccccc1NC(=O)c1ccc(Cl)s1	-2	1	-4	4	2	-7	20	-32	-2
O=C1OC(C(=O)Nc2nccs2)Cc2ccccc21 (stereo unspecified)	10	x	x	-9	0	-17	7	-25	x
CCCN1CCN(CCCNC(=O)Cn2nc(-c3ccccc3)ccc2=O)CC1	0	-1	-7	1	-5	10	29	-20	4[fluorescence artefact?]
CCOc1cc(C2C(C#N)=C(N)OC(C)=C2C(C)=O)cc(Br)c1O (stereo unspecified)	7	4	9[fluorescence artefact?]	-4	6	-26	-4	-15	48
CC(=O)Nc1ccc(C(=O)CS(=O)(=O)c2ccc(C)cc2)cc1	-10	2	21	14	7	8	2	-29	-17
COc1ccc(/C=C/C(=O)c2nc3ccccc3n2CC(=O)c2ccc(OC)cc2)cc1	0	x	x	0	4	-38	22	4	x
Cc1cccc(Nc2nc(N)nc(CN3CCN(c4ccc(F)cc4)CC3)n2)c1	8	8	5	-8	22	12	-28	-13	-4
O=C(NC1CCCC1)C(c1cccs1)N(Cc1ccco1)C(=O)c1csnn1 (stereo unspecified)	3	4	8	-3	-1	-18	10	-35	0[fluorescence artefact?]
Cc1nn(C(C)c2n[nH]c(=S)n2-c2cccc(Cl)c2)c(C)c1[N+](=O)[O-] (stereo unspecified)	8	7	1	-4	-11	20	10	x	-13
O=C1C2C3C=CC(C3)C2C(=O)N1c1cccnc1 (stereo unspecified)	-9	0	5	10	10	4	-8	-4	8
O=C(Cn1cnc2c(nnn2Cc2ccc(F)cc2)c1=O)NCC1CCCO1 (stereo unspecified)	16	6	0	-14	-11	-22	-23	-2	-5
CCOC(=O)c1ccc(Nc2nc(-c3cccnc3)nc3ccccc23)cc1	-22	x	x	21	-14	86*	0	-32	x
COc1cccc(C(c2nnnn2C(C)(C)C)N2CCN(C3CCCCC3)CC2)c1OC (stereo unspecified)	-9	7	-8	9	-11	-1	8	-1	3
CCCC1(C(=O)OC)NC(c2ccco2)C2C(=O)N(c3ccc(C)cc3)C(=O)C21 (stereo unspecified)	-12	6	0	15	-5	12	0	20	1
N#Cc1ccc(COC(=O)c2ccc3c(=O)[nH]c(CN4CCOCC4)nc3c2)cc1	-15	5	4	13	1	3	-2	10	10[fluorescence artefact?]
Cc1cccc(-n2c(C)n[nH]c2=S)c1C	0	x	x	2	4	-24	-12	-18	x
COc1ccc(C(=O)NNC(=O)Cc2ccc(-c3ccccc3)cc2)cc1OC	-1	x	x	2	-10	42	-34	-1	x
Cc1cc2nnc(SCC(=O)N3CCN(c4ccccc4)CC3)n2c(N)n1	6	8	9	-5	16	1	-8	-2	-5
Cn1nnnc1SCCNCc1ccncc1	-12	10	8	10	-7	9	-5	1	-4
O=C(CSc1nnnn1Cc1ccccc1)Nc1ccc2c(c1)OCCO2	42	8	1	-42	13	-19	0	-52	-23
CC(C)/C=C1\CCCCC1N(C)C(=O)NC(C)C (stereo unspecified)	0	9	2	0	9	-36	2	-28	11
Cn1ncc([N+](=O)[O-])c1C(=O)Nc1ccc(-c2nc3ccccc3[nH]2)cc1	16	x	x	-13	4	-2	-13	-27	x
O=C(c1cc2c(ccc3ccccc32)oc1=O)N1CCN(CCO)CC1	-6	x	x	6	7	33	4	-5	x
O=C(Nc1ccc2c(c1)OCCO2)c1ccc(CN2CCOCC2)cc1	19	10	10	-20	-8	-1	4	-17	4
O=C(Nc1cccc(Br)c1)c1ccc(Cl)c(S(=O)(=O)N2CCOCC2)c1	95*	4	2	-95	-14	12	1	-20	-6
Next section:
SMILES	sEH inh	Candida biofilm	Smad3 inh	sEH act	VCAM1 TNFa inh	HUVEC tox IL1B	cytoskel mod	HUVEC tox TNFa	ERb SRC1 inh
Cc1cccc2c1N(CCCOc1ccccc1)C(=O)C2=O	-14	9	8	17	24	-5	16	14	17
COc1cc(C(=O)NCC(=O)n2nc(C)cc2C)cc(OC)c1OC	-16	7	12[fluorescence artefact?]	18	-51	-24	17	-38	-2[fluorescence artefact?]
CC1(C)Oc2ccc(C(=O)N3CCc4ccccc43)cc2N(CC(=O)N2CCCC2)C1=O	-9	8	1	11	-32	-50	-4	-44	9
COc1ccccc1OCCSc1nnc(C)n1-c1ccccc1	-6	10	-5	6	24	-5	-20	-3	-7
COc1cccc(CNC(=O)C2CCN(S(=O)(=O)c3ccc4c(c3)CCC(=O)N4)CC2)c1	21	14	14	-22	4	8	-18	-5	-3
COc1c2c(nc3occc13)C(CC=C(C)C)(OC)C(OC(C)=O)CC2 (stereo unspecified)	2	9	10	-2	7	8	-2	-28	5
O=S(=O)(Nc1ccc(Cc2ccncc2)cc1)c1ccc(Cl)c(Cl)c1	-8	x	x	9	4	-8	11	7	x
CC1=CC(C)(C)NC(=S)N1c1ccc2ccccc2c1	2	5	17	-3	9	5	-18	-6	0
CCOC(=O)c1ccc(NC(=O)CC2C(=O)N(c3ccc(F)cc3)C(=O)N2CCC(C)C)cc1 (stereo unspecified)	1	3	9	0	13	-19	8	-34	1
COc1cccc(-n2c(C)nc3c(cnn3-c3ccc(C)cc3)c2=O)c1	6	4	13	-8	x	-1	x	x	4
Cc1cc(C)nc(-n2nc(C)cc2Nc2ccccc2)n1	6	6	-3	-4	7	-31	5	-8	3
CN(C)C(=O)NC(O)C(Cl)Cl (stereo unspecified)	6	-1	16	-6	11	-3	3	-2	-5
Cc1cc(=O)oc(C)c1C(=O)OCC(=O)c1ccc(Br)cc1	8	7	3	-3	-22	26	-2	x	19
COc1ccccc1NC(=O)CC1Nc2ccccc2NC1=O (stereo unspecified)	15	9	5	-12	13	-35	9	-26	8
Cc1onc(-c2ccccc2)c1C(=O)NC(CC(=O)O)c1ccc(OC(C)C)cc1 (stereo unspecified)	-17	4	1	15	10	3	-5	-11	4[fluorescence artefact?]
O=C(CCN1C(=O)c2ccccc2C1=O)Nc1ccc(F)cc1	1	0	-1	-2	-17	-17	4	-2	-2[fluorescence artefact?]
Cn1c(=O)c2cc(S(=O)(=O)NCCC(=O)Nc3ccccc3F)ccc2n(C)c1=O	-7	-5	-5	6	-5	2	-12	-23	2
COc1ccccc1C(=O)Nc1nnc(-c2ccc3c(c2)CCCC3)o1	-7	10	-6	11	18	-14	-14	-25	4[fluorescence artefact?]
CCn1c(=O)c2c(nc3n2CCS3)n(C)c1=O	-16	x	x	16	-16	2	-7	-18	x
COc1ccc(NS(=O)(=O)c2ccc(-n3nnc4ccccc43)c([N+](=O)[O-])c2)cc1	16	3	-10	-14	-11	-4	-15	-37	-1
O=C(C1CCC1)N1CCc2cc(S(=O)(=O)Nc3ccc4c(c3)OCCO4)ccc21	x	0	0	x	83*	-8	-34	63	4[fluorescence artefact?]
Cc1cc(C(=O)N2CCc3ccccc32)c2ccccc2n1	x	1	-13	x	3	4	3	-14	-8[fluorescence artefact?]
CCOC(=O)c1c2n(c3ccc(O)cc13)CCC2	-3	-4	10	3	-8	14	-5	3	2[fluorescence artefact?]
O=C(N/N=C/C=C/c1ccccc1)C1CC1c1ccccc1 (stereo unspecified)	-2	7	5	2	8	-52	13	-26	-6
O=C(O)CCCC(=O)Nc1nc2n(n1)C(c1ccc(F)cc1)CC(c1ccc(Cl)cc1)N2 (stereo unspecified)	-10	7	-4	9	11	44	-17	-26	3[fluorescence artefact?]
Cc1ccc2cc(CN(Cc3ccco3)C(=O)C3CCCCC3)c(=O)[nH]c2c1C	5	10	-2[fluorescence artefact?]	-5	-8	-17	-6	-11	10
CCS(=O)(=O)N1CCN(C(=O)CCC2CCCC2)CC1	-5	4	-5	3	-21	-23	7	-27	-1
Cc1ccc(Cl)cc1N1CCN(S(=O)(=O)c2cnc[nH]2)CC1	7	4	12	-4	-12	-15	-6	1	-13
O=C(Nc1cccnc1)c1cc(-c2ccc(Br)cc2)on1	21	x	x	-21	15	18	0	-37	x

Reformatted with values under each structure: three of the compounds above
Below each compound – sEH inh | Candida biofilm | Smad3 inh | sEH act | VCAM1 TNFa inh | HUVEC tox IL1B | cytoskel mod | HUVEC tox TNFa | ERb SRC1 inh
> CN(C)C(=O)NC(O)C(Cl)Cl (stereo unspecified)
→ 6 | -1 | 16 | -6 | 11 | -3 | 3 | -2 | -5
> Cc1cc(C(=O)N2CCc3ccccc32)c2ccccc2n1
→ x | 1 | -13 | x | 3 | 4 | 3 | -14 | -8[fluorescence artefact?]
> CC1(C)Oc2ccc(C(=O)N3CCc4ccccc43)cc2N(CC(=O)N2CCCC2)C1=O
→ -9 | 8 | 1 | 11 | -32 | -50 | -4 | -44 | 9

Not all compounds are listed (hit frequency here may not be typical).
